procasp3 activ – activators of human procaspase-3 D3A mutant, primary screen, biochemical, absorbance, PC-3 D3A mutant, single concentration. recombinant procaspase-3 D3A, Ac-DEVD-pNA absorbance 405 nm. activation, % at 8.5 µM. 330,000 compounds, 0.11% hits. AID 463141, 2010;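 active means activation above the mean of all tested compounds plus 3 SD, cut at about 21% in these data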;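 further: 0% = DMSO alone and 100% = DMSO wells spiked with extra 5 µM PC-3 D3A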
Target sequence (P42574 whole entry D9A/D28A/D175A): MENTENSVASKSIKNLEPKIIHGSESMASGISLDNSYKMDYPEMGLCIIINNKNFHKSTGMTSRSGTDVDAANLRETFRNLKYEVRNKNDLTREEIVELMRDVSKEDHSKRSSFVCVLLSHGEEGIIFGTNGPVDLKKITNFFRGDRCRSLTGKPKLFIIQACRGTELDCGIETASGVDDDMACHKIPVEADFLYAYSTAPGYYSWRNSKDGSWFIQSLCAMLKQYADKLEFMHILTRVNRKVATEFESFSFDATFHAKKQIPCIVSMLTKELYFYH
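Test system: Procaspase-3 D3A mutant; medium: Zinc-free HEPES/NaCl buffer with 0.01% Triton X-100 at pH 7.4; reagent: DEVD-pNA substrate; doses: one concentration, 8.5 µM nominal, 0.8% DMSO; times: 1 h preincubation plus 2 h reaction at 25 °C; signal: Epi-absorbance at 405 nm of released p-nitroaniline, 0 and 120 min; replicates: singlicate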
PP1 inh – PP1-alpha phosphatase inhibitors, primary screen, counter-screen for PP5 inhibitor project, biochemical, fluorescence, OMFP substrate, single point; inhibition, % at 6.7 µM; Serine/threonine-protein phosphatase PP1-alpha catalytic subunit (Homo sapiens), P62136; purified PP1alpha; 320,000 compounds, 0.9% hits;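 active means inhibition above the mean inhibition of all tested compounds plus 3 SD, computed separately for each screening campaign, cut at about 15% in these data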
Target sequence (P62136 whole entry, looked up): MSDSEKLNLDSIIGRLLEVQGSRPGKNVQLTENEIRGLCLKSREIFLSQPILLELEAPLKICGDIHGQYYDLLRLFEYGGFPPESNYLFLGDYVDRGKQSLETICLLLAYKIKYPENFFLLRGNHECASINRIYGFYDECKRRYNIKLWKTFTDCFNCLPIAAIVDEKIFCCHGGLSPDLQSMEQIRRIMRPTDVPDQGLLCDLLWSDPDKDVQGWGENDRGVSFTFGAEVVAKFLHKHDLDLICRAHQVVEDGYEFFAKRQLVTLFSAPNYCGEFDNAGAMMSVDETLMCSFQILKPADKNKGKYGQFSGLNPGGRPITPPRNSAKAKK
TPT1 inhibitor – Candida albicans TPT1 enzyme inhibitors, primary screen, biochemical, fluorescence polarization; tRNA 2'-phosphotransferase TPT1 (Candida albicans SC5314); recombinant caTPT1, FP RNA substrate dephosphorylation; inhibition, % at 5 µM; 300,000 compounds, 0.81% hits;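 active means inhibition above the mean of all tested compounds plus 3 SD, set per screening campaign, cut at about 24% in these data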;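 further: plate controls were DMSO alone for no effect and ferristatin control at 100 nM for full effect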
Efflux pump inh – inhibitors of Candida efflux pumps in yeast, primary screen, S. cerevisiae, Nile Red, multiplex; S. cerevisiae Candida pump triplex; inhibition, % at 10 µM; 330,000 compounds, 0.44% hits;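 active means plate passing quality check with inhibition over a set limit, or well fluorescence over plate mean plus 4 SD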;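 further: Nile Red retained in pooled yeast measured as flow cytometry median fluorescence; 0% = buffer negative control and 100% = Enniatin B positive control; higher means more Nile Red kept so more efflux inhibition; some compounds called inactive have numbers as strong as hits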
procasp7 counter – procaspase-7 activators, primary screen, counter-screen for procaspase-3 activator project, biochemical, absorbance, HTS, human; Caspase-7 (Homo sapiens), P55210; recombinant procaspase-7, Ac-DEVD-pNA absorbance 405 nm; D23A/D198A/D206A triple mutant, cannot self-cleave; scale: DMSO 0, 5 µM enzyme 100; activation, % at 8.5 µM; 330,000 compounds, 0.093% hits; AID 463210, 2010;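 active means percent activation above the screen-wide mean plus 3 SD, cut at about 25% in these data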
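buffer or medium = Zinc-free HEPES/NaCl buffer, pH 7.4 | material = Procaspase-7 triple mutant (PC-7 D3A) | input = 2 µM procaspase-7 mutant as dispensed | signal = Epi-absorbance of released pNA at 405 nm, two timepoints | timing = 1 h preincubation, 2 h reaction | replicates = singlicate compound testing | evaluation = % activation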
PP5 inh – PP5 phosphatase inhibitors, primary screen, biochemical, fluorescence | 320,000 compounds, 0.18% hits | inhibition, % at 6.7 µM | Serine/threonine-protein phosphatase 5 (Homo sapiens), P53041 | purified PP5c, OMFP substrate fluorescence;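 active means inhibition above the campaign's mean inhibition across all tested compounds plus 3 SD, cut at about 9.5% in these data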;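 further: 0% = DMSO only and 100% = 100 µM cantharidin control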
Fh CTSL1 inh – Fasciola hepatica cathepsin L1 inhibitors, primary screen, counter-screen for PFM18AAP inhibitor project, biochemical, QFRET, fluorogenic peptide substrate; recombinant F. hepatica cathepsin L1, Z-Leu-Arg-MCA fluorescence; inhibition, % at 5.96 µM; 300,000 compounds, 0.49% hits;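 active means inhibition above the mean of all tested compounds plus 3 SD, set per screening campaign, cut at about 17% in these data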;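 further: 0% = plate median of test compound wells and 100% = 1 µM Z-Phe-Ala-diazomethylketone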
core dimer inh – inhibitors of HCV core protein dimerization, primary screen, biochemical, TR-FRET, high-throughput. TR-FRET GST/Flag-core106 dimerization, 1536-well. inhibition, % at 5 µM. 300,000 compounds, 0.33% hits. AID 1899, 2009;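 active means inhibition above the mean of all tested compounds plus 3 SD, set per screening campaign, cut at about 45% in these data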
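Assay system: GST-tagged and Flag-tagged HCV core protein residues 1-106 / Times: compound-protein-antibody incubation 4 h at 22.5 °C / Signal: time-resolved FRET, ex 340 nm, em 617 and 671 nm / Evaluation: % inhibition based on acceptor/donor emission ratio / Benchmarks: wells lacking GST-core106 and wells with excess unlabelled core106 / Repeats: singlicate, one well per compound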
JMJD2C inh – inhibitors of GASC-1 histone demethylase, primary screen, biochemical, fluorescence, DELFIA europium; GST-JMJD2C(1-420) H3K9me3 demethylation; 330,000 compounds, 0.069% hits; AID 2099, 2009; inhibition, % at 2.35 µM;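 active means more than half of a compound's replicate wells show inhibition beyond 50%, single wells judged on their own value; inconclusive means some, but no more than half, of replicates pass 50% inhibition; inactive means no replicate passes 50% inhibition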;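 further: signal counts dimethyl H3K9 product captured on neutravidin plate; 0% = median of DMSO wells and 100% = 0.3 times that DMSO median; strong numbers were not always called active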
Target sequence (Q9H3R0 1-420 limits assumed): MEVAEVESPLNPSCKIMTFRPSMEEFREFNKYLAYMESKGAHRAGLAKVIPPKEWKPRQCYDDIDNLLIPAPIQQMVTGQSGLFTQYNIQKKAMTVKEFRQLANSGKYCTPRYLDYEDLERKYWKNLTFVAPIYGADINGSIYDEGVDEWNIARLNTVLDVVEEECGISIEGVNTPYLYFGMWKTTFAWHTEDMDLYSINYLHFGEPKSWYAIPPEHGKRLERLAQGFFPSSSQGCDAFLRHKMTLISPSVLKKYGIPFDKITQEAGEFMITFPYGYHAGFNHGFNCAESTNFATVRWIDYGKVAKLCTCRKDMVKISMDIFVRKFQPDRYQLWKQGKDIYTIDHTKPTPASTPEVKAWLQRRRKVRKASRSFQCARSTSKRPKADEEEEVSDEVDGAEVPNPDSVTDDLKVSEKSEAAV
An asterisk follows results filed as active; ? = inconclusive; . = not tested or not shown. Outcome played no part in choosing rows. Share with any hit: about 2.9%.

SMILES	procasp3 activ	PP1 inh	TPT1 inhibitor	Efflux pump inh	procasp7 counter	PP5 inh	Fh CTSL1 inh	core dimer inh	JMJD2C inh
c1ccc(CN2CCN(Cc3nnc(-c4ccccc4)o3)CC2)cc1	6.5	-4.4	-0.9	0.0	0.2	-2.0	-2.2	-0.2	-3.7
COc1ccc(N2CC(NC(=O)N(C)CCC#N)CC2=O)cc1 (configuration not stated)	2.0	-0.2	2.1	0.1	1.9	0.2	3.4	-5.0	-0.7
Cc1ccc(NC(=O)COc2ncnc3sccc23)cc1S(=O)(=O)N(C)C	2.5	-0.2	10.2	0.1	-0.5	2.0	-2.1	8.1	-13.9
CCC(C)[C@H](NC(=O)OC(C)(C)C)C(=O)N/N=C/c1cccc2nccnc12 (some centres not stated)	11.6	0.4	-1.9	0.0	-0.8	3.8	1.2	-3.4	-2.5
CCCNC(=O)COC(=O)c1ccccc1OCC(=O)Nc1ccc(Br)cc1	-8.6	-2.1	2.8	-7.3	-6.1	-2.4	0.5	13.8	-3.2
Cc1cccc(Nc2nc(N)nc(CN3CCN(C)CC3)n2)c1	1.6	-2.9	-1.6	-0.1	5.3	2.0	0.9	-0.7	-3.8
CCOC(=O)C1CCN(S(=O)(=O)c2csc(C(N)=O)c2)CC1	-4.2	-0.1	-1.0	0.0	-6.7	1.3	-1.5	-12.8	-5.6
Cc1ccc(-n2c(SCC(=O)N/N=C/c3ccccc3OCC(=O)O)nc3ccccc3c2=O)cc1	-1.6	1.5	-2.6	-0.2	-6.5	-1.1	1.3	8.1	.
Cc1c(NC(=S)NC(=O)Cc2ccccc2)cccc1C(=O)O	6.0	-2.9	-2.8	0.1	6.0	-0.1	-1.6	-6.0	-6.5
O=C(COc1ccc(Cl)cc1[N+](=O)[O-])N1CCCCCC1	-1.3	-1.6	0.3	-0.1	4.7	1.5	-2.6	1.5	8.7
COc1ccc(CNC(=O)Cn2ccc(NC(=O)OCc3ccccc3)nc2=O)cc1	3.8	-2.8	.	0.1	7.9	-0.9	.	.	3.5
COc1ccc(C(=O)Nc2nc3ccccc3[nH]2)cc1S(=O)(=O)N1CCCC1	-3.8	-0.4	0.0	-0.1	-1.4	0.0	-5.2	8.2	-1.2
N#CCC(=O)Nc1ccc(C(=O)Nc2cccnc2)cc1	5.7	-2.7	-1.3	-0.1	2.0	1.4	-1.1	-5.2	10.2
CC(C)N(Cc1ccccc1)C(=O)CN1C(=O)NC2(CCCC2)C1=O	11.7	-0.2	.	0.1	7.5	1.1	.	.	2.9
O=C(CC1CC2CCC1C2)NC1CCCCCCC1 (configuration not stated)	-4.7	2.7	1.0	0.1	13.1	2.1	-6.6	6.4	-1.4
COc1cccc(/C(O)=C2/C(=O)C(=O)N(CCCN3CCOCC3)C2c2ccncc2)c1 (configuration not stated)	-7.9	1.4	-4.6	0.1	5.8	3.4	-3.7	-1.9	45.2
COC(=O)c1ccc(-n2nc(C(F)(F)F)c3c2-c2ccoc2CC3)cc1	-7.8	-4.9	-0.3	0.1	-10.3	2.8	-0.7	1.7	-24.0
O=C(NCc1ccco1)c1cc([N+](=O)[O-])ccc1N1CCCCC1	-9.3	1.1	7.8	-0.1	-21.6	2.1	5.3	-2.5	40.0
COc1ncnc2c1NC(=O)CS2	-1.4	3.6	-4.0	0.1	-5.0	-1.2	1.7	0.3	-8.2
Cc1cccc(NC(=O)CSc2cccc3cccnc23)c1	0.2	0.6	-0.8	-0.2	0.0	0.2	-4.9	-10.4	31.9
O=C(NN=C1C2CC3CC(C2)CC1C3)c1ccccc1O	6.9	-0.4	-1.3	0.0	15.8	-1.3	-2.0	-1.0	0.8
Cc1noc(C)c1COC(=O)C(c1ccccc1)c1ccccc1	1.3	-8.3	-5.2	-0.1	1.3	3.4	-3.6	4.8	3.4
CSc1ccccc1OCc1cc(C(=O)N2CCc3[nH]cnc3C2c2ccccn2)no1 (configuration not stated)	4.1	14.6	-0.3	-0.1	4.1	3.3	-4.9	0.9	5.3
CC(C)CNC(=O)c1cccc(NC(=O)CSc2ccccc2)c1	-5.8	-3.3	-0.8	-0.1	3.8	0.2	-3.7	3.3	0.4
CCNC(=O)COC(=O)c1cccc(Br)c1	5.2	-2.6	1.0	0.0	5.6	-0.2	-2.8	-0.5	-1.2
CC(NC(=O)C1CCC(=O)N1Cc1ccccc1Cl)c1ccccc1 (configuration not stated)	-1.9	-3.5	-0.7	0.0	-11.3	0.7	-4.8	-2.0	-12.6
Cc1ccc(S(=O)(=O)NCCC(=O)Nc2cccc(S(N)(=O)=O)c2)cc1C	-2.5	-0.5	-0.8	-0.1	-1.9	0.2	3.7	0.0	3.5
Cn1c(=S)[nH]c2[nH]c(=O)cnc2c1=O	-9.3	-2.1	3.8	0.3	11.5	-2.0	3.4	3.2	0.4
Cc1occc1C(=O)N/N=C/c1cccnc1	-7.9	-3.7	-2.5	0.1	-5.0	0.6	4.2	-3.3	11.1
C[C@H](CO)N1C[C@H](C)[C@@H](CN(C)S(=O)(=O)c2cccs2)Oc2c(NC(=O)Cc3ccccc3)cccc2C1=O	-2.5	.	.	0.1	3.9	.	.	.	19.2
CS(=O)(=O)Cc1ccc(C(=O)N2CCCC2c2cccs2)cc1 (configuration not stated)	4.4	3.5	0.5	0.3	-3.2	2.2	-7.1	-6.5	9.3
CCOC(=O)CSc1cc(CS(=O)c2ccc(Cl)cc2)nc(-c2ccccc2)n1 (configuration not stated)	-0.8	3.7	4.2	0.2	-6.5	4.5	5.9	12.6	-0.3
CCc1ccc(CNC(=O)C2CCN(S(=O)(=O)N3CC(C)CC(C)C3)CC2)cc1 (configuration not stated)	-4.7	0.2	2.1	0.0	-8.1	3.5	0.9	-0.8	18.7
COC(=O)c1ccc(-c2ccc(/C=N/NC(=O)Cc3nnc(N)s3)o2)cc1	-3.9	3.0	-0.4	-0.1	-11.4	-0.8	5.3	15.9	9.7
Cc1ccc(C(=O)NC2CC(C)(C)NC(C)(C)C2)cc1S(=O)(=O)N1CCCCC1	6.4	-0.1	-3.8	-0.1	8.3	-0.5	2.4	-4.7	-7.4
Cn1ncc2c(NNC(=O)c3ccc(Cl)cc3Cl)ncnc21	-1.6	0.8	-2.4	-0.5	8.7	1.8	-0.9	-5.2	3.2
Cn1nc(C(C)(C)C)c([N+](=O)[O-])c1C(=O)Nc1ccc(Br)cc1	-8.4	0.1	-2.3	-0.1	-2.4	1.5	4.6	-6.9	-4.3
Cc1ccccc1OCC(=O)N(Cc1ccc(N(C)C)cc1)C1CCS(=O)(=O)C1 (configuration not stated)	-0.6	-3.2	1.7	0.0	5.4	-2.0	-3.6	2.4	-1.4
CCOc1ccc(N2CC(C(=O)Nc3ccccc3C(=O)NC3CC3)CC2=O)cc1 (configuration not stated)	14.6	0.0	0.6	-0.1	-3.0	1.1	-2.8	-10.5	-5.3
C=CC[C@]12CCc3sccc3C1N(c1ccc(C(=O)OCC)cc1)C2=O (some centres not stated)	8.4	-2.7	.	0.0	-7.5	0.9	.	.	6.5
CCN1CCN(S(=O)(=O)c2ccc(Cl)c(C(=O)N(CC)CC(=O)Nc3ccc(OC)cc3)c2)CC1	-3.1	3.2	1.1	0.0	5.4	2.0	-1.7	-2.3	-4.7
O=C(Oc1c(-c2ccccc2Cl)oc2ccccc2c1=O)c1ccc(Cl)cc1	-9.9	3.2	-2.2	-0.3	-33.5	2.1	-8.7	2.6	-0.7
O=C(O)CSc1ncnc2sc3c(c12)CCC3	1.3	-0.9	2.7	-0.2	11.4	-3.0	3.3	6.5	8.7
Cc1ccc(O)c(CNn2cnnc2)c1	11.5	1.0	-2.4	-0.2	-7.6	-2.3	3.0	-1.3	2.5
COC(=O)c1ccccc1NC(=O)c1ccc(NS(C)(=O)=O)cc1	4.7	-0.6	-0.1	0.0	9.5	0.2	5.8	-1.7	-35.7
O=C1CC(=O)C(n2cncn2)C(c2cccc(Cl)c2)C1 (configuration not stated)	-3.5	22.2*	1.2	0.0	0.8	1.7	0.7	-1.3	14.1
N#CCSc1nnc(-c2ccc3c(c2)OCO3)o1	0.1	-8.4	-2.2	0.3	0.7	-2.6	2.6	6.4	-15.8
CCCc1cc(=O)[nH]c(SCC(=O)NN(c2ccccc2)c2ccccc2)n1	-3.3	-0.1	-4.8	0.0	7.6	0.0	0.4	5.3	4.5
C=CCN1CCN(C(=O)c2cc3c(s2)CCCC3)CC1	8.1	-2.9	-3.0	0.0	0.5	-2.4	1.1	2.9	?
O=c1ccc2cc(S(=O)(=O)Nc3ccc(F)cc3)ccc2o1	8.5	-2.0	-0.4	-0.1	-0.5	-2.6	-0.5	-4.5	-1.3
COc1cc(/C=N/NC(=O)c2cccc(NC(=O)c3ccccc3C)c2)ccc1O	0.7	2.3	0.4	-0.1	8.0	3.4	0.4	1.1	13.6
O=C(CCN1C(=O)[C@@H]2Cc3ccccc3CN2C1=O)N[C@@H](C(=O)O)c1ccccc1	4.9	-3.8	-1.6	0.2	-0.5	2.2	1.0	-5.9	.

Full records as entered above:
Results for COc1cc(/C=N/NC(=O)c2cccc(NC(=O)c3ccccc3C)c2)ccc1O → procasp3 activ: 0.7; PP1 inh: 2.3; TPT1 inhibitor: 0.4; Efflux pump inh: -0.1; procasp7 counter: 8.0; PP5 inh: 3.4; Fh CTSL1 inh: 0.4; core dimer inh: 1.1; JMJD2C inh: 13.6
Results for C=CCN1CCN(C(=O)c2cc3c(s2)CCCC3)CC1 → procasp3 activ: 8.1; PP1 inh: -2.9; TPT1 inhibitor: -3.0; Efflux pump inh: 0.0; procasp7 counter: 0.5; PP5 inh: -2.4; Fh CTSL1 inh: 1.1; core dimer inh: 2.9; JMJD2C inh: ?

Assay outcomes: PubChem, several laboratories
